HTR5A inv ctr – inverse agonist of human HTR5A in OPRM1-OPRD1 counter-screen; HTR5A cell line, luminescence, inverse agonism; inhibition, % at 9.3 µM; 340,000 tested, 0.083% active; AID 504634; P47898; in the data active = inhibition mostly above about 23%, no sharp cut-off; inactive = mostly below about 18%;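 note: 0% = cells with DMSO and 100% = no-cell wells with DMSO; some compounds called inactive have numbers as strong as hits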
Target sequence (P47898 whole entry, looked up): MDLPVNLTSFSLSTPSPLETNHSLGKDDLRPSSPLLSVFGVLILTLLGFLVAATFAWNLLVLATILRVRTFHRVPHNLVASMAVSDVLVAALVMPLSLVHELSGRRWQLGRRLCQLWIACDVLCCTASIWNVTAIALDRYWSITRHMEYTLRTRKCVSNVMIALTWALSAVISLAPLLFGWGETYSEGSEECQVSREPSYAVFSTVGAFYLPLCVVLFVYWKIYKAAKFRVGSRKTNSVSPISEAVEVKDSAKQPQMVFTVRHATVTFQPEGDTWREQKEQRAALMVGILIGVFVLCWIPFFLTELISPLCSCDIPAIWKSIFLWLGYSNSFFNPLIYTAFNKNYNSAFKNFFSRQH
PKA-R2B act – activates the human PKA-R2B holoenzyme complex | P22694+P31323 | PKA-R2B holoenzyme dissociation, Cy5-IP20 fluorescence polarization; R2B truncated from residue 108, S112A mutant; 0% DMSO only, 100% 113 µM cGMP | activation, % at 11.4 µM | 340,000 tested, 0.079% active | AID 504700;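 active = activation above a cutoff set at the mean over all compounds plus 3 SD, cut at about 18% in these data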;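 note: higher means more holoenzyme dissociation and a rise in polarization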
Tat transport – E. coli Tat transport inhibition | E. coli MC4100 TorA-mCherry Tat export, fluorescence | inhibition, % at 10 µM | 340,000 tested, 0.036% active;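 active = mean replicate inhibition at least 50% and at least half of replicates individually reaching 50%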;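 note: exported cargo escapes ClpAP degradation while cytoplasmic cargo is degraded and loses fluorescence; 0% = median of neutral control wells and 100% = median of NaSCN control wells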
Mot1-301 SUMO – inhibitors of SUMOylation pathway: yeast Mot1-301 growth rescue. S. cerevisiae Mot1-301 growth rescue, ATP luminescence, 38.5C; percent above DMSO median, 100 means doubled. growth rescue, % at 18.8 µM. 320,000 tested, 1% active. AID 2716;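 active = every valid replicate shows activation above 250% relative to neutral control wells; inactive = the rest, any valid replicate at or below 250%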;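 note: OY570 slx delta 5 strain wells were the positive control but not used for scaling; some compounds called inactive have numbers as strong as hits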
Ecoli viability – bacterial growth inhibition, counter-screen for AddAB inhibitors. E. coli V3065 growth, OD600 absorbance, 18 h. inhibition, % at 11.9 µM. 330,000 tested, 0.27% active. AID 449728;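 active = inhibition above the campaign's mean inhibition across all tested compounds plus 3 SD, cut at about 9.9% in these data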;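 note: uninfected addAB+ strain grown without phage in ampicillin broth; 0% = DMSO wells and 100% = ciprofloxacin 0.95 µg/ml wells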
phage Ecoli inh – E. coli growth loss with phage present. inhibition, % at 11.9 µM. growth absorbance. AID 651602. 360,000 tested, 0.26% active; in the data active = inhibition above about 11%
HTR5A ag – HTR5A agonism, opioid heterodimer counter-screen. HTR5A agonist assay, luminescence, cell-based. 340,000 tested, 0.61% active. P47898. activation, % at 9.3 µM; in the data active = activation mostly above about 9.5%, no sharp cut-off; inactive = mostly below about 7.6%;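 note: 0% = cells with vehicle only and 100% = reference agonist; strong numbers were not always called active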
PKA-R1A act – PKA-R1A complex activation; PKA-R1A dissociation, Cy5-IP20 fluorescence polarization; scaled: DMSO 0%, 113 µM cGMP 100%; activation, % at 11.4 µM; 340,000 tested, 0.083% active;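 active = percent activation above the mean of all tested compounds plus 3 SD, cut at about 19% in these data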;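 note: higher means more PKAc released from R1A so a rise in polarization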
AddAB inh – less growth of phage-infected E. coli with AddAB; E. coli expressing H. pylori AddAB, absorbance growth; inhibition, % at 11.9 µM; 330,000 tested, 0.29% active; AID 435030; in the data active = inhibition above about 12%;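 note: 0% = vehicle wells of infected cells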
CDK5 p35 inh – CDK5/p35 (human) kinase inhibition; Recombinant CDK5/p35, ADP-Glo luminescence, 60 min; inhibition, % at 10 µM; 330,000 tested, 0.01% active;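 active = highest replicate inhibition of at least 50% and at least 75% of replicates reaching 50%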;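 note: plate controls were DMSO neutral control for no effect and GW8510 at 10 µM for full effect; many of its hits are not listed in these tables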
Target sequence (Q00535 whole entry, looked up): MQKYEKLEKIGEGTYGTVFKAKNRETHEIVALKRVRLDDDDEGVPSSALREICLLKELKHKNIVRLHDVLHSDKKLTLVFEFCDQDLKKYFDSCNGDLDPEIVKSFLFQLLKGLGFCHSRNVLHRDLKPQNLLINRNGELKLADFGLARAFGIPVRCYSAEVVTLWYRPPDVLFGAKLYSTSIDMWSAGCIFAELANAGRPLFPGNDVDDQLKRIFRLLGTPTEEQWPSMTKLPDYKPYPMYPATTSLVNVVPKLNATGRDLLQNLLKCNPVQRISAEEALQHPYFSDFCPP
Target sequence (Q15078 whole entry, looked up): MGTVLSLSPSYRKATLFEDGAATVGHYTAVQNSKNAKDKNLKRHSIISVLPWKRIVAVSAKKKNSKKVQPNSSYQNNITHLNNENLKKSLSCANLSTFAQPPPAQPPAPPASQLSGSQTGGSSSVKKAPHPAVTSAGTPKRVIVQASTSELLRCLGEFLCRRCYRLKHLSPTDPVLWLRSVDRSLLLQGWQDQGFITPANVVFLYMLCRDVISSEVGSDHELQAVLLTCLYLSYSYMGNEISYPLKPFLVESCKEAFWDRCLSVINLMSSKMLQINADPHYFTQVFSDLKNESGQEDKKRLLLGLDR
DAGLB inhibitor – diacylglycerol lipase beta (human) inhibition; HEK293T DAGLB membrane lysate, EnzChek fluorogenic substrate; inhibition, % at 5.17 µM; 340,000 tested, 0.059% active; AID 504411; in the data active = inhibition above about 34%;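 note: 0% = enzyme with vehicle and 100% = wells lacking enzyme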
* = called active by the depositor; x = no result given.

Fields – CDK5 p35 inh, Tat transport, DAGLB inhibitor, phage Ecoli inh, HTR5A inv ctr, AddAB inh, PKA-R2B act, Ecoli viability, HTR5A ag, Mot1-301 SUMO, PKA-R1A act
> CCc1ccc(NC(=O)CCS(=O)(=O)c2ccc3c(c2)CCN3C(C)=O)cc1
  0.0, -1, -1, 0.1, -6, 0.6, 1, -0.6, -2, 6, 12
> O=C(NCCc1ccccc1)c1ccccc1NS(=O)(=O)N1CCCC1
  -1.5, -3, -4, 0.0, -7, -1.1, -3, 3.0, -3, -3, 4
> CC(=O)NC1(c2cccc(F)c2)CCN(CC(=O)NC(C)C)CC1
  -1.0, -2, 1, 3.9, -33, 3.0, 6, 2.3, 2, 15, 1
> Cn1nccc1C(=O)Nc1sc2c(c1C#N)CCCC2
  1.1, -4, 0, 0.6, -13, -1.0, 1, -0.3, 0, 2, -7
> Cc1ccc2c(c1)NC(=O)C(CC(=O)N(C)Cc1ccccc1)O2 (stereo not drawn)
  1.5, 7, 1, 1.4, 2, 4.9, 8, 2.6, -1, -1, -1
> c1ccc(OCCN2C3=NCCN3c3ccccc32)cc1
  0.5, 5, 0, 3.0, 0, 3.5, 12, 0.1, 0, 128, 1
> Cc1cc(C)c2c(c1)/C(=N/NC(=O)c1ccc(O)cc1)CCC2
  -0.7, -4, 0, 3.1, 13, 1.2, 2, 0.2, -5, -32, 1
> CCOC(=O)c1cc(CC)sc1N
  -1.8, 2, -2, 1.4, 4, 6.5, 5, -2.2, 10, 31, 5
> Cc1cc(/C=N/n2cnnc2)c(C)n1-c1ccccc1
  0.2, -1, 2, 1.2, -1, 2.0, -2, 0.2, 0, -14, -9
> c1ccc(CSc2ccc(-c3ccccn3)nn2)cc1
  -0.8, -5, -13, 11*, 12, 6.4, -6, 7.5, -4, 122, -4
> O=C(Nc1ccccc1)NC1CCN(Cc2c(F)cccc2Cl)CC1
  1.2, 2, -4, 4.2, -44, 3.3, -4, -0.7, 1, -1, -2
> COc1ccc(C(=O)Cc2nnc(C)s2)cc1
  x, -12, 2, 0.5, 7, 0.9, 7, 2.9, 0, 9, -3
> O=C(CN1CCN(Cc2ccc(Cl)cc2)CC1)N/N=C/C=C/c1ccccc1[N+](=O)[O-]
  -2.2, 1, 2, 2.0, 3, -1.7, -7, -1.2, -1, 4, 9
> CC1CCN(CCCCOc2cccc(C(C)C)c2)CC1
  4.0, -5, -1, 2.8, -3, -1.3, -18, -0.6, 1, 408*, 1
> CC(C)Cc1cc(C(=O)N2CCCC(CCC(=O)N(C)CCc3ccccn3)C2)no1 (stereo not drawn)
  -1.0, 2, 2, 3.8, -8, 3.4, 3, 0.0, -2, 15, 8
> COC(=O)c1c(Sc2ccccc2)c2ccccc2n1C
  -1.7, 2, -11, -1.0, -2, 0.6, 6, 0.5, 1, -14, 4
> CCn1c(SCC(=O)Nc2c(C)n(C)n(-c3ccccc3)c2=O)nc2c1c(=O)n(C)c(=O)n2C
  -1.0, -1, x, 5.4, x, 0.5, x, -2.6, x, -9, x
> Cc1ccc(C(=O)NCCNC(=O)c2ccc(C)nc2)cc1
  0.6, -5, -2, -1.3, -8, 3.7, -8, -2.7, 3, 13, 7
> CC1(C)NS(=O)(=O)Oc2ccccc21
  1.9, -9, 0, 0.3, 13, 2.1, -3, 0.2, 1, -4, -5
> O=C(Nc1ccc2ccccc2c1)c1ccccc1F
  0.7, -9, -5, 2.2, -23, 1.4, -3, -0.5, 6, 0, -4
> Cc1ccc(S(=O)(=O)N2CCN(C(=O)c3ccc(OCc4c(C)noc4C)cc3)CC2)cc1
  -0.7, 2, 0, 3.3, -20, 0.6, -12, 2.1, 0, -22, -1
> CCN(CC)c1ccc(NC(=O)C2CCCN(S(=O)(=O)c3cccnc3)C2)c(C)c1 (stereo not drawn)
  1.4, -9, 0, 3.0, 10, 3.3, 0, 0.0, -4, 8, -15
> O=C(O)c1ccc(NC(=O)c2cccc(C(=O)Nc3ccc(C(=O)O)cc3)n2)cc1
  -1.4, 4, 1, -1.7, -9, 1.5, -10, -1.7, 2, 7, -14
> CCCCn1c(N)c(N(CCOC)C(=O)c2cc3c(s2)CCC3)c(=O)[nH]c1=O
  1.5, -4, 0, 1.7, 12, 1.0, -1, -0.3, -5, -8, 5
> N#C/C(=C/c1cn(CC(=O)O)c2ccccc12)C(=O)NCc1ccccc1
  2.0, 11, 5, 4.8, -1, 3.4, 6, -0.6, 1, -21, -1
> O=c1[nH]c(=O)c2cn[nH]c2[nH]1
  0.1, 3, 1, 5.0, -2, 4.9, -4, 0.8, 1, 7, -4
> COc1ccccc1OCCNC(=O)c1cc(SC)ccc1Cl
  0.0, -12, 1, 1.6, -6, 3.9, 9, -0.7, 2, -1, -3
> Clc1ccc2c(c1)CNc1c(ncnc1N1CCOCC1)O2
  1.2, 3, 2, 3.1, -14, -4.2, 1, 0.5, -3, -4, 0
> COc1ccc(-n2nc(C(=O)O)cc2-c2ccccc2)cc1
  0.0, -6, 2, 0.9, 16, 3.0, 1, -0.5, -4, -4, -7
> Cc1ccc(CNC(=O)c2cccnc2Sc2cccc(Cl)c2)cc1
  1.5, 1, x, 2.5, x, 2.5, x, -0.4, x, -2, x
> COC(=O)c1nc(NC(=O)c2ccccc2)n[nH]1
  -0.5, 9, 0, 2.0, -2, 0.2, 12, 2.2, 1, 20, 3
> CCOc1ccc(OCc2ccc(C(=O)OCc3ccccn3)o2)cc1
  0.5, 0, -2, 3.6, 13, -1.1, 8, -1.1, 2, -19, -2
> O=C(CN1CCN(c2ccc(O)cc2)CC1)Nc1ccc(S(=O)(=O)N2CCCC2)cc1
  -0.7, 0, 1, 2.2, -23, -0.2, 4, -0.2, 6, -7, -9
> O=C(NN1CCOCC1)c1cc(-c2cccs2)nc2ccccc12
  0.2, -2, -2, 2.8, -17, 0.8, 4, 2.0, -2, 6, -5
> CC(C)c1ccc(/C=C/C(=O)Nc2nc3ccc([N+](=O)[O-])cc3s2)cc1
  0.3, 4, 3, 2.3, -15, 2.1, 11, 1.5, 2, 3, -9
> Cc1ccccc1Sc1ccc([N+](=O)[O-])cn1
  0.2, -2, -2, -3.1, -18, 1.3, -1, 1.4, 3, 11, -4
> CC(=O)Nc1c(C)cc(S(C)(=O)=O)cc1C
  0.0, -9, -1, 4.8, -3, 0.5, -13, -1.6, 1, 0, -3
> O=C1C2CC=CCC2C(=O)N1Cc1ccccc1Cl (stereo not drawn)
  -0.2, 0, 1, 1.5, 2, 2.1, 0, 0.7, 2, 9, -5
> CC(=O)Nc1nc2n(n1)C(c1ccc(Cl)cc1)C=C(C)N2 (stereo not drawn)
  -0.7, -3, 1, 0.5, 10, -0.3, 7, 0.6, -4, x, -4
> Cc1ccc(CCNC(=O)c2cc(C)nn2-c2ccccc2)cc1
  -2.2, 1, -5, 1.9, -5, 2.7, 3, -1.7, 5, -17, -13
> CC(=O)Nc1ccc(NC(=O)C/C(C)=N/NC(N)=S)cc1
  1.0, 2, 1, 2.6, 4, 3.0, -3, 1.3, -2, 4, -6
> CCOc1ccccc1-c1cc(-c2ccc(OC)cc2)nc2c1c(=O)n(C)c(=O)n2C
  0.6, -12, 3, -0.7, 7, 2.4, -1, -0.3, 2, -11, -7
> CCCc1cc(=O)[nH]c(NCc2ccc(Cl)cc2)n1
  1.5, -5, -2, 1.7, 1, 1.0, 6, -0.4, 1, -8, -4
> COc1ccc2c(c1)C(C)=CC(C)(C)N2C(=O)CNCc1ccc2c(c1)OCO2
  -1.7, -2, -3, 2.4, -15, -0.3, 5, -0.2, -1, -9, 4
> CCn1nc(NS(=O)(=O)c2ccc([N+](=O)[O-])cc2)c2cc3cccc(C)c3nc21
  -0.8, -5, 27, 1.0, -22, 1.9, -8, -0.2, 5, 9, -7
> O=C(Cn1nc(C(=O)O)c2ccccc2c1=O)NC12CC3CC(CC(C3)C1)C2
  -0.1, 13, -2, 5.3, -1, 2.6, -3, 3.5, 1, 1, 0
> N#Cc1nc(-c2ccc(OCc3ccccc3)cc2)oc1NCc1ccco1
  -3.0, 3, -3, 2.5, 2, 2.9, -6, 0.3, -1, 5, 1
> CCOC(=O)C1=C(C)NC2=C(C(=O)CC(C)(C)C2)C1c1ccc(O)c(OCC)c1 (stereo not drawn)
  0.2, -8, 2, -1.9, -2, 1.1, -12, 1.6, 1, -12, 1
> CC(c1ccccc1)C1CC(=O)N(c2ccccc2)C1=O (stereo not drawn)
  0.7, -8, 2, 0.4, 36*, 0.0, -9, 0.5, -12, -19, 8
> CN(C)CCOc1ccc2ccccc2c1
  -0.4, -1, 2, 2.6, 3, 6.0, 0, -0.5, -1, 4, -5
> COc1ccc(C(=O)OCC(=O)N2CC(=O)Nc3ccccc32)cc1Br
  0.7, -4, 2, -0.1, -5, x, -1, x, 2, x, -3
> COc1nc2c(c(-c3cc(Br)cs3)c1C#N)Cc1ccccc1-2
  0.7, -2, -3, 4.8, 11, 5.7, 3, 0.8, -2, 7, 1
> COc1ccccc1C(=O)Nc1nnc(S(=O)(=O)N(C)Cc2ccccc2)s1
  0.2, 10, -2, -0.6, -9, 1.8, 4, -1.4, 2, -4, -3
> CCOC(=O)/C(C#N)=C/c1ccc(OCC(=O)Nc2cc(C)ccc2C)c(OC)c1
  -0.4, 1, -1, 2.0, -14, 0.7, 11, 0.9, 5, 492, -1
> COC(=O)Cn1c(=NC(=O)c2cc(-c3cccs3)nc3ccccc23)sc2cc(S(N)(=O)=O)ccc21
  1.6, 0, -1, 1.8, 0, 2.6, -8, -0.1, 0, 5, -5
> COc1cc(SC)ccc1C(=O)N1CCCc2ccccc21
  -3.8, 0, -3, 2.5, -2, 1.8, 1, -0.6, 1, 18, -5

Screens (PubChem BioAssay)
